GSK3beta inhib = blocks human GSK3beta kinase activity; 300,000 tested, 0.038% active; GST-GSK3beta kinase, ADP-Glo luminescence, 60 min; hits give low values; activity score (negative = inhibition), % at 10 µM;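 active = more than half of replicate wells score below -50%, meaning over 50% inhibition versus plate controls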;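 note: 0% = median DMSO wells and -100% = median GW8510 positive control wells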
Target sequence (P49841 whole entry, looked up): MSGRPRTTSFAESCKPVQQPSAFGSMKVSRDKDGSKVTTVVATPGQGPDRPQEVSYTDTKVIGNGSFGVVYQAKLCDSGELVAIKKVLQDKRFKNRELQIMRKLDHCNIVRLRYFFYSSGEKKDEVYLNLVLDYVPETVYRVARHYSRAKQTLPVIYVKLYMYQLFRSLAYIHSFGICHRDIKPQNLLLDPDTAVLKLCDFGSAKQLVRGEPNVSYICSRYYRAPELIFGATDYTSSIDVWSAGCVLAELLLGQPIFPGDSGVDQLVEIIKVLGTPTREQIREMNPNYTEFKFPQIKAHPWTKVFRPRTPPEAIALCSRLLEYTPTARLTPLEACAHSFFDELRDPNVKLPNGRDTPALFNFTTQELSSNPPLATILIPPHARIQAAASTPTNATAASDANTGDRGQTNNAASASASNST
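Test system: GST-tagged human GSK3beta kinase, cell-free; evaluation: activity score scaled between in-plate DMSO and GW8510 controls; measured by: ADP-Glo luminescence; incubation: 60 min reaction, RT; benchmarks: DMSO and 20 µM GW8510; reagent: peptide substrate plus 25 µM ATP (final); medium: Tris/MgCl2 kinase buffer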
DYRK1A inh = inhibitors of rat Dyrk1A kinase | ADP-Glo luminescence, NFATc1 peptide | inhibition, % at 12.5 µM | 310,000 tested, 0.43% active | AID 504441; in the data active = inhibition above about 50%;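 note: plate controls were vehicle with enzyme for no effect and no enzyme for full effect; many of its hits are not listed in these tables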
HSF1 inh = HSF1 inhibition | NIH3T3-HGL HSE-luciferase, MG132-induced, luminescence 8 h; hits give low values | 300,000 tested, 0.77% active | AID 2098 | activity change, negative = inhibition, % at 7.5 µM (by protocol);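 active = more than half of replicate wells show activity change below -50%, luminescence cut by over half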;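 note: luciferase reports HSF-1 transcriptional activity via heat shock element; 0% = median of DMSO wells and -100% = zero luminescence signal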
GSK3A inh = human GSK-3 alpha kinase inhibition; P49840; ADP-Glo luminescence, 60 min; inhibition, % at 10 µM; 320,000 tested, 0.1% active;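 in the data active = inhibition above about 50%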;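 note: GST-tagged GSK-3 alpha with peptide substrate and 25 µM ATP; 0% = DMSO neutral wells and 100% = GW8510 positive control wells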
Target sequence (P49840 whole entry, looked up): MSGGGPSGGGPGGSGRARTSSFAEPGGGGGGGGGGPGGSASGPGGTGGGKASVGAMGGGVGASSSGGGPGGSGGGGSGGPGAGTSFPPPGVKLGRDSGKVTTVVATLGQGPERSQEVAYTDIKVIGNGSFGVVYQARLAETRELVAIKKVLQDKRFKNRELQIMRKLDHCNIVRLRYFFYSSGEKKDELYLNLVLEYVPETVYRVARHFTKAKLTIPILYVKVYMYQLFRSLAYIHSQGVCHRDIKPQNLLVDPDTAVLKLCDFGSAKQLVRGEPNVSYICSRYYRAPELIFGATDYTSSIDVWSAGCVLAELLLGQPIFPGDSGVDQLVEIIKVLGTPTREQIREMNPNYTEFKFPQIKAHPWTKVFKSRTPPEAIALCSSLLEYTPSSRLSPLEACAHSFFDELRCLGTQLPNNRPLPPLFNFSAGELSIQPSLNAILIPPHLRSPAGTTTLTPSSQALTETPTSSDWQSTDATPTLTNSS
HSF1 activator = increases HSF-1 driven luciferase reporter signal; NIH3T3-HGL HSF-1 luciferase reporter, MG132, 8 h; 100% = twice DMSO control signal; activation, % at 9 µM; AID 504408; 300,000 tested, 1.7% active;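 active = mean replicate activation of at least 50% with a set share of replicates each reaching 50%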;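 note: 0% = median of the neutral control wells and 100% = twice that signal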
IEC-6 tox = IEC-6 cytotoxicity, counter-screen for KLF5 inhibitors; luminescence viability; inhibition, % at 5 µM; 290,000 tested, 0.78% active; in the data active = inhibition above about 22%;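 note: 0% = plate median of test compound wells and 100% = cytotoxic reference compound wells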
KLF5 inh = suppresses KLF5 promoter-driven expression; DLD-1 KLF5 promoter-luciferase reporter, luminescence; inhibition, % at 5 µM; 290,000 tested, 0.23% active;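 active = inhibition above a per-plate limit of that plate's mean compound inhibition plus 3 SD, cut at about 60% in these data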;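 note: 0% = DMSO wells and 100% = LY294002 at 200 µM; higher means less KLF5 promoter-driven luciferase light; inactives centre near -14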
Platelet DG rel = modulates dense granule release in human platelets; human platelet-rich plasma, SFLLRN dense granule ATP release, luminescence; inhibition, %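 (compounds screened at 7.5 µM in platelet-rich plasma)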; 300,000 tested, 0.22% active; AID 1663;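 active = mean replicate score, as percent of positive control, at or above 50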
aSyn UTR inh = MLPCN primary screen, SNCA 5' untranslated region; AID 1813; 300,000 tested, 0.82% active; inhibition, % (tested at 7.5 µM); alpha-synuclein 5'UTR reporter, inhibitor activity; in the data active = inhibition above about 60%;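 note: H4 neuroglioblastoma cells stably carrying SNCA 5'UTR luciferase fusion; 0% = DMSO wells and 100% = positive control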
HSP90 inh = HSP90 refolding inhibition in rabbit reticulocyte lysate; AID 1789; 290,000 tested, 0.91% active; inhibition, % at 5.6 µM; luciferase refolding luminescence, 3 h;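 active = inhibition above the screen-wide mean plus 3 SD, computed separately per campaign, cut at about 16% in these data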;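 note: 0% = DMSO wells and 100% = 60 µM geldanamycin wells; inhibitors lower the luminescence because luciferase stays unfolded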
* marks the source's active call; other numbers are inactive results; / = not tested or not shown.

SMILES	GSK3beta inhib	DYRK1A inh	HSF1 inh	GSK3A inh	HSF1 activator	IEC-6 tox	KLF5 inh	Platelet DG rel	aSyn UTR inh	HSP90 inh
COc1ccccc1N1CCN(S(=O)(=O)c2ccc3c(c2)NC(=O)CS3)CC1	-6	-7	2	1	24	3	2	-13	17	5
COc1ccc(NC(=O)CSc2ccc3c4c(cccc24)C(=O)c2ccccc2-3)cc1	4	1	12	0	59*	9	-5	-6	-65	-2
COc1ccc(CNC(=O)C2(C)Cc3ccccc3C(=O)O2)cc1 (stereo not drawn)	-6	1	6	-1	-16	-4	-6	1	-16	-4
COc1ccc(C(=O)c2c(C)oc3ccc(O)cc23)c(OC)c1	-2	1	-6	1	-18	4	-12	4	21	0
COc1ccccc1N1CCN(/N=C\C(Br)=C\c2ccccc2)CC1	-3	-10	10	-1	-1	-2	-18	-18	-75	1
O=C(O)c1ccc(N/N=C/c2cccc3nccnc23)cc1	1	33	14	-3	19	-3	-49	4	0	8
Cc1ccc2c(c1)c(C)cc[n+]2Cc1ccccc1	-1	-9	-1	-2	-14	5	27	-15	-11	2
Cc1ccc2nc3c(cc(C(=O)NCCc4ccccc4)c(=N)n3CC3CCCO3)c(=O)n2c1 (stereo not drawn)	-1	/	0	-2	-9	0	11	7	-34	2
O=C(/C=C/c1c[nH]c2ccccc12)c1cccc2ccccc12	3	0	17	0	21	2	-10	-15	-95	-9
O=[N+]([O-])c1ccc(C2CN=C(Nc3ccccc3)S2)cc1 (stereo not drawn)	0	-1	44	-1	65*	5	-40	9	-53	3
COc1ccccc1/C=C(/C(=O)OCC(=O)NCc1ccccc1)c1ccccc1	3	-3	10	-3	13	-4	-20	2	16	1
C/C(=N\NC(=S)NC1CCCCC1)c1ccccc1	-5	-2	-45	-2	-46	4	-36	-5	-22	-4
CC(=O)NC12CC3CC(C)(C1)CC(NC(C)=O)(C3)C2	1	/	3	0	-5	-1	-10	8	14	1
CC(=O)OC(C(=O)NC1CCCCC1)c1ccccc1F (stereo not drawn)	1	2	5	2	22	0	-9	10	16	-1
Cn1nccc1NS(=O)(=O)c1ccc(F)cc1	-1	-1	-10	-4	-2	4	-5	3	11	4
O=S(=O)(c1ccccc1)c1nc(-c2ccccc2Cl)oc1NCCN1CCOCC1	/	2	-7	-2	-3	4	-15	14	22	9
C=CCOc1ccc(C=Nc2ccc(C)c(Cl)c2)c(O)c1	0	2	9	-1	2	-15	-19	19	-25	0
O=C(c1ccc(NS(=O)(=O)c2ccc(F)cc2)cc1)N1CCCCCC1	1	1	2	-1	-5	/	/	1	-8	/
Cc1ccc(OCC(O)CN2CCN(CC(O)COc3ccc(C)cc3)CC2)cc1 (stereo not drawn)	-2	/	-2	-2	-1	-6	-15	0	25	3
O=C(CCC1N=C2c3ccccc3N=C(SCC(=O)NCC3CCCO3)N2C1=O)NCc1ccc(F)cc1 (stereo not drawn)	-2	-4	-1	-1	-3	-4	-23	-5	-9	-8
O=C(CSc1nc2ccccc2c(=O)[nH]1)Nc1ccc(S(=O)(=O)N2CCCC2)cc1	-11	15	-4	1	0	0	-2	6	19	0
CCOC(=O)c1c(C)n(C)c2ccc(OC)c(NC(=O)CN3CCN(C(=O)c4ccco4)CC3)c12	0	6	-7	18	-8	-3	2	-4	11	2
COC(=O)c1ccc(CSc2nnc(CNC(=O)c3ccccc3F)o2)o1	0	-3	0	0	11	1	5	4	-15	6
Cc1cccc(OC(=O)Cn2c(C(F)(F)F)nc3ccccc32)c1	-2	-1	5	1	7	-3	-17	0	20	3
COc1cc(C2OCC3C(c4cc(OC)c(OC)c(OC)c4)OCC23)cc(OC)c1OC (stereo not drawn)	-25	11	2	-2	0	/	/	2	10	/
COc1ccc(C(=O)NC2(C(F)(F)F)NC(=O)N(CCCc3ccccc3)C2=O)c(OC)c1OC (stereo not drawn)	1	3	3	-2	44	2	-12	-30	4	2
CCN(CC(=O)NC(=O)NCc1ccccc1)Cc1nc2ccccc2c(=O)[nH]1	-1	-9	-7	0	3	3	-34	-21	19	5
COC(=O)c1ccc(C(=O)NC2CCCc3c2cnn3-c2ccc(C)c(C)c2)cc1 (stereo not drawn)	3	-5	-22	2	-28	76*	68*	-33	104*	-4
COCCNC(=O)CN1C(=O)CSc2ncccc21	2	-11	-7	7	2	-4	-47	8	-16	-2
CC(/C=C/c1ccco1)=N\NC(=O)c1cccnc1	1	6	-4	-4	-5	0	-10	0	-41	-1
Oc1c(Cl)cc(Cl)c(Cl)c1Cc1c(O)c(Cl)cc(Cl)c1Cl	-1	33	6	-5	10	-5	81*	-4	77*	-1
CCOC(=O)CCCc1ccc(/C(C)=N/NC(=S)NC)cc1	-22	-3	0	1	-2	-7	10	1	-4	-2
OC(CN1CCN(c2cccc(Cl)c2)CC1)c1ccccc1 (stereo not drawn)	1	-2	2	0	-2	6	3	-1	3	7
O=C(COc1cccc([N+](=O)[O-])c1)N/N=C/c1ccco1	1	6	-7	0	-9	1	-11	19	25	1
O=C(COc1ccc(Cl)cc1)NCc1nnc(SCC(=O)N2CCCCCC2)o1	-1	3	2	5	-18	-5	-23	-6	-3	-2
Fc1cc(Br)ccc1NC(=S)Nc1ccccc1	0	-1	11	0	28	-12	-6	-5	-115	0
Cc1c(Cl)cnc(NC(=O)COC(=O)c2ccc3ncsc3c2)c1Cl	2	0	-43	/	-36	-5	13	-1	67*	-3
[N-]=[N+]=CC(=O)CNC(=O)[C@@H](Cc1ccccc1)N1C(=O)c2ccccc2C1=O	1	/	3	-2	6	5	1	0	-3	0
O=C(Oc1ccc(OC(=O)c2ccco2)c(S(=O)(=O)c2ccc(Cl)cc2)c1)c1ccco1	-11	-4	-1	1	-1	4	-40	18	13	-5
Cc1cc(C)c(NC2=NS(=O)(=O)c3ccccc32)c(C)c1	2	-13	-5	-1	-15	2	-39	-1	-25	4
CCCCn1c(N)c(N(CC(C)C)C(=O)c2ccc(COc3ccccc3)o2)c(=O)[nH]c1=O	3	-7	-2	0	-1	-6	1	-5	-1	-3
CC1CCN(C(=S)SCc2nc(N)nc(Nc3ccccc3)n2)CC1	-1	9	12	0	27	3	-5	4	-31	4
CC(Sc1nnc(NCc2ccccc2)s1)C(=O)Nc1ccc2c(c1)C(=O)c1ccccc1C2=O (stereo not drawn)	-3	6	11	1	28	-3	-85	-6	-165	1
Cc1ccc(C)c(SCC(=O)NCc2ccco2)c1	0	-3	2	-1	0	0	10	-5	6	1
CC(=O)COC(=O)C1CC(=O)N(c2ccc(C)c(C)c2)C1 (stereo not drawn)	1	-44	-8	-2	-8	-5	-8	-7	-42	0
CC(C)=CCCC(C)CN1CCC(n2nccc2NC(=O)c2cccnc2)CC1 (stereo not drawn)	3	-2	1	-2	25	3	-3	8	-9	0
CCn1c(SCC(=O)OC(C)C)nnc1-c1cccc(Cl)c1	2	6	-4	-1	-3	5	4	4	33	3
Cc1nn2c(-c3ccc(F)cc3)ccnc2c1Cl	4	5	-1	-2	9	11	14	-2	19	12
Cn1cnnc1Sc1nc2c(c(=O)n(C)c(=O)n2C)n1Cc1ccccc1Cl	-2	-1	-3	-2	0	3	3	2	16	2
CC(=O)N1CCN(S(=O)(=O)c2cccc(C(=O)NCCC3=CCCCC3)c2)CC1	4	1	6	/	6	/	/	-6	5	/
COC(=O)CNC(=O)C(C)NC(=O)CNC(=O)OCc1ccccc1 (stereo not drawn)	0	0	6	0	28	-2	-18	7	-4	-1
COc1ccc(-c2cc(C(=O)NCCN3CCOCC3)c3ccccc3n2)cc1	-3	21	-9	-7	5	-3	-14	5	-30	-2
CC(=O)c1cccc(NC(=O)C(Sc2ncnc3ccccc23)c2ccccc2)c1 (stereo not drawn)	-2	-2	19	/	28	-1	-16	5	-28	9

By substructure: those above with fluorine.
SMILES	GSK3beta inhib	DYRK1A inh	HSF1 inh	GSK3A inh	HSF1 activator	IEC-6 tox	KLF5 inh	Platelet DG rel	aSyn UTR inh	HSP90 inh
CC(=O)OC(C(=O)NC1CCCCC1)c1ccccc1F (stereo not drawn)	1	2	5	2	22	0	-9	10	16	-1
Cn1nccc1NS(=O)(=O)c1ccc(F)cc1	-1	-1	-10	-4	-2	4	-5	3	11	4
O=C(c1ccc(NS(=O)(=O)c2ccc(F)cc2)cc1)N1CCCCCC1	1	1	2	-1	-5	/	/	1	-8	/
O=C(CCC1N=C2c3ccccc3N=C(SCC(=O)NCC3CCCO3)N2C1=O)NCc1ccc(F)cc1 (stereo not drawn)	-2	-4	-1	-1	-3	-4	-23	-5	-9	-8
COC(=O)c1ccc(CSc2nnc(CNC(=O)c3ccccc3F)o2)o1	0	-3	0	0	11	1	5	4	-15	6
Cc1cccc(OC(=O)Cn2c(C(F)(F)F)nc3ccccc32)c1	-2	-1	5	1	7	-3	-17	0	20	3
COc1ccc(C(=O)NC2(C(F)(F)F)NC(=O)N(CCCc3ccccc3)C2=O)c(OC)c1OC (stereo not drawn)	1	3	3	-2	44	2	-12	-30	4	2
Fc1cc(Br)ccc1NC(=S)Nc1ccccc1	0	-1	11	0	28	-12	-6	-5	-115	0
Cc1nn2c(-c3ccc(F)cc3)ccnc2c1Cl	4	5	-1	-2	9	11	14	-2	19	12

Compound activity: PubChem, several laboratories

These rows are one share of the data. The share of hits here may be higher or lower than overall.
